APJ antag – antagonists of human APJ apelin receptor. CHO-K1 APJ beta-arrestin complementation, luminescence. inhibition, % at 20 µM. hit rate 0.32% among 330,000. AID 2521;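 active = inhibition above about 40% at 20 µM, limit read from the data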;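 note: cells challenged with 10 nM apelin-13 agonist together with compound; plate controls were apelin-13 plus DMSO wells for no effect and DMSO wells lacking apelin-13 for full effect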
Target sequence (P35414 whole entry, looked up): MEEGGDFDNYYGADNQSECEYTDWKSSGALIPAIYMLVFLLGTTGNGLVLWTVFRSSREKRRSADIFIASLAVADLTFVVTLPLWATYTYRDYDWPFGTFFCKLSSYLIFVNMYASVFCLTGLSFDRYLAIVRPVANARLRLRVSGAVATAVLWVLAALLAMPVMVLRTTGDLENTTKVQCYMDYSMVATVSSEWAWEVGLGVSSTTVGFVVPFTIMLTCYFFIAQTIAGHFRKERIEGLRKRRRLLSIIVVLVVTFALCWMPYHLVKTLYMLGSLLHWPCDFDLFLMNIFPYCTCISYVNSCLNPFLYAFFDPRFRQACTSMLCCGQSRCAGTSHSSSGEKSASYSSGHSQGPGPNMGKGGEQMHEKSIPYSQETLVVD
697 NFkB inh – lowers PMA/ionomycin-induced NF-kB signal in 697 B cells | inhibition, % at 4 µM | 697 B-cell NF-kB luciferase reporter, 16 h | hit rate 0.33% among 330,000; in the data active = inhibition above about 35%
UBC13 polyUb – inhibitors of human UBC13 polyubiquitin chain formation; P61088; TR-FRET; inhibition, % at 20 µM; hit rate 0.47% among 330,000; in the data active = inhibition above about 45%, passing the limit was not always enough
Target sequence (P61088 whole entry, looked up): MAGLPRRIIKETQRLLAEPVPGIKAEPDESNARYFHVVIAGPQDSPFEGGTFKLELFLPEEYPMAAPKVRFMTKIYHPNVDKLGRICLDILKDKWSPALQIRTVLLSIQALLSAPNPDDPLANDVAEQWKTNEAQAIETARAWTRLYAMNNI
Gli-Sufu block – Gli-Sufu pathway antagonism; Sufu-KO-LIGHT fibroblasts, Gli luciferase reporter luminescence; inhibition, % at 5 µM; hit rate 0.74% among 340,000; AID 588413;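 active = inhibition above about 55%, limit read from the data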;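 note: 0% = DMSO-treated cells and 100% = wells with medium but no cells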
CXCR6 inh – inhibitors of human CXCR6 receptor; CHO-K1 PathHunter CXCR6 beta-arrestin, luminescence; inhibition, % at 20 µM; hit rate 0.36% among 360,000; AID 602244; in the data active = inhibition above about 34%, passing the limit was not always enough;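 note: antagonist mode with CXCL16 agonist at 10 nM final; 0% = 10 nM CXCL16 with DMSO and 100% = unstimulated wells without agonist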
Jurkat NFkB inh – lowers PMA/ionomycin-induced NF-kB signal in Jurkat cells; PMA/ionomycin-induced NF-kB luciferase reporter, luminescence; hit rate 0.53% among 330,000; inhibition, % at 4 µM; in the data active = inhibition above about 50%
EBI2 antag – blocks human EBI2 receptor beta-arrestin signaling; EBI2 beta-arrestin recruitment, luminescence, 7a,25-OHC stimulated; inhibition, % at 5 µM; hit rate 0.81% among 360,000; in the data active = inhibition above about 38%;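 note: enzyme fragment complementation signal reports receptor beta-arrestin coupling in cells; 0% = agonist plus DMSO wells and 100% = wells without agonist; some results beyond the cut were filed as inactive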
Target sequence (P32249 whole entry, looked up, the tested form may be a part): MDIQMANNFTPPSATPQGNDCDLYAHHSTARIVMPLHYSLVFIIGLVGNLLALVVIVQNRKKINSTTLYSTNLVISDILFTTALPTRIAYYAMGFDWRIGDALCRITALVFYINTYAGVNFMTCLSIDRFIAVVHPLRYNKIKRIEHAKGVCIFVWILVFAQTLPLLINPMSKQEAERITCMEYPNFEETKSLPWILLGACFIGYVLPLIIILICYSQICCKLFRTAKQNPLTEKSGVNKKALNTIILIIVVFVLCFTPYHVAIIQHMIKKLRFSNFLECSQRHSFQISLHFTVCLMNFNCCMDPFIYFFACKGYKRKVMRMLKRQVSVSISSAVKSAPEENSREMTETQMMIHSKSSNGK
CCR6 antag – antagonists of human CCR6 receptor | P51684 | CHO-K1 CCR6 PathHunter beta-arrestin, luminescence, CCL20-stimulated | inhibition, % at 20 µM | hit rate 0.49% among 340,000;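 active = compounds whose inhibition of the agonist-driven luminescence signal at 20 µM reaches about 50%, limit read from the data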;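 note: cells stimulated with CCL20 at 14 nM final; plate controls were DMSO with CCL20 for no effect and DMSO without agonist for full effect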
* hit, by the source's call; . = no result given. Rows were taken by chance. About 3% of those tested had a hit in this group.

SMILES	APJ antag	697 NFkB inh	UBC13 polyUb	Gli-Sufu block	CXCR6 inh	Jurkat NFkB inh	EBI2 antag	CCR6 antag
COc1cc(C(=O)NC2CC3CCCC(C2)N3CC(=O)Nc2ccccc2)cc(OC)c1OC (stereo unspecified)	6	-4	4	4	62*	-10	3	4
Cc1ccc2oc(=O)c3cnn(CC(=O)N(Cc4ccco4)C4CCCCC4)c3c2c1	1	-9	-8	-7	6	13	86*	20
CCC1(CC)C(=O)C2=C3C1[C@H](C(=O)OC)C=C(C(=O)OC)C[C@H]3n1c(=O)n(C)c(=O)n1[C@H]2C (stereo partly specified)	-13	15	-7	2	0	-4	-9	-9
Cc1ccc(C(=O)c2ncc[nH]2)cc1	17	-47	-2	-36	0	-31	-10	-8
Cc1c(NC(=S)Nc2ccccc2)c(=O)n(-c2ccccc2)n1C	9	11	15	-4	-12	13	0	-12
CC(NC(=O)CSc1nnnn1C1CC1)c1ccccc1Br (stereo unspecified)	-1	10	6	5	4	9	-1	-4
CCOc1ccccc1NC(=O)c1ccc2ccccc2c1	8	-8	3	-17	-2	-6	-5	9
COc1ccc(S(=O)(=O)n2nc(OC(=O)C3CCCCC3)cc2N)cc1	27	-9	-5	24	-4	6	4	-9
CCc1cc(=O)oc2c(CNCc3c(F)cccc3Cl)c(O)ccc12	-18	-1	15	7	-1	-14	-6	9
NC(=O)CC(NC(=O)Cc1ccc(Cl)cc1)c1ccc(NC2CCCCCC2)c([N+](=O)[O-])c1 (stereo unspecified)	5	16	-7	-6	0	3	-10	7

Reprinted at random: 3 entries already listed.
SMILES	APJ antag	697 NFkB inh	UBC13 polyUb	Gli-Sufu block	CXCR6 inh	Jurkat NFkB inh	EBI2 antag	CCR6 antag
CC(NC(=O)CSc1nnnn1C1CC1)c1ccccc1Br (stereo unspecified)	-1	10	6	5	4	9	-1	-4
CCOc1ccccc1NC(=O)c1ccc2ccccc2c1	8	-8	3	-17	-2	-6	-5	9
Cc1c(NC(=S)Nc2ccccc2)c(=O)n(-c2ccccc2)n1C	9	11	15	-4	-12	13	0	-12

(list continues)
SMILES	APJ antag	697 NFkB inh	UBC13 polyUb	Gli-Sufu block	CXCR6 inh	Jurkat NFkB inh	EBI2 antag	CCR6 antag
O=c1c2ccccc2nc(-c2ccccc2)n1Cc1ccco1	15	12	11	-11	0	-7	-1	6
COc1cnn(-c2ccccc2)c(=O)c1SCc1ccc(Cl)cc1Cl	11	19	3	-21	4	-7	7	29
O=[N+]([O-])c1ccc(Oc2cccc(C(F)(F)F)c2)nc1	-5	7	4	-11	-7	5	2	10
Oc1ccc(Br)cc1-c1nc2cnccn2c1NC1CCCCC1	-11	-24	29	10	-9	19	22	-9
CCCn1nnc(NC(=O)c2sc3ccccc3c2Cl)n1	5	-33	-12	0	4	-30	-7	9
CCN(CC)S(=O)(=O)c1ccc(NC(=S)NC(=O)C(C)C)cc1	11	-24	0	0	-2	15	-8	13
Cc1cc(C)c(S(=O)(=O)N2CCOC2CNC(=O)C(=O)NCc2ccco2)c(C)c1 (stereo unspecified)	-2	-11	6	0	-4	-1	-6	16
C/C(Cc1ccccc1)=N\NC(=O)CNC(=O)COc1ccccc1	3	8	6	-11	1	-5	2	-3
Cc1ccc(-c2nc(CS(=O)(=O)CC(=O)NCc3cccc(F)c3)c(C)o2)cc1	1	10	-2	-4	-6	8	14	2
CC(=O)c1ccc(NC(=O)C(C)Sc2nnc(-c3ccncc3)n2C2CC2)cc1 (stereo unspecified)	6	12	11	0	-8	12	3	9
O=C(CCN1C(=O)C2CC=CCC2C1=O)Nc1cccc(Cl)c1 (stereo unspecified)	13	1	7	-8	-4	-3	-4	13
O=C(CN1CCN(c2ccc(F)cc2)CC1)Nc1ccc(-n2cnnn2)cc1	13	22	4	-3	4	1	-1	1
Cc1ccc(C2C=C(c3ccccc3OC(F)F)Nc3ncnn32)cc1 (stereo unspecified)	7	5	12	-8	-16	-11	8	3
O=C(NCc1cccnc1)NC(C(F)(F)F)C(F)(F)F	6	23	3	6	0	-5	-20	11
S=C(Cc1cccnc1)N1CCOCC1	17	5	-6	2	-2	-1	-17	0
COC(=O)c1ccc(CSC(=N)N)o1	20	8	16	0	-1	-3	0	10
O=C(C1CCC(CNS(=O)(=O)c2cccc3nsnc23)CC1)N1CCN(c2ccccn2)CC1 (stereo unspecified)	0	15	3	10	-6	10	0	-8
CCOC(=O)C1=C(C)N=c2s/c(=C3/C(=O)Nc4ccccc43)c(=O)n2C1c1ccc(C)cc1 (stereo unspecified)	10	-3	-93	12	9	-19	4	21
COc1ccc(CCC(=O)O)c(O)c1	-62	17	-11	11	4	1	-8	4
CCOC(=O)c1oc2nc(CC(C)C)c3c(c2c1N)CCC3	5	32	15	3	1	12	4	8

Profiles as entered above. Screens in order: APJ antag	697 NFkB inh	UBC13 polyUb	Gli-Sufu block	CXCR6 inh	Jurkat NFkB inh	EBI2 antag	CCR6 antag
COc1cnn(-c2ccccc2)c(=O)c1SCc1ccc(Cl)cc1Cl is listed with 11	19	3	-21	4	-7	7	29
CCc1cc(=O)oc2c(CNCc3c(F)cccc3Cl)c(O)ccc12 is listed with -18	-1	15	7	-1	-14	-6	9
C/C(Cc1ccccc1)=N\NC(=O)CNC(=O)COc1ccccc1 is listed with 3	8	6	-11	1	-5	2	-3

Additional structures
SMILES	APJ antag	697 NFkB inh	UBC13 polyUb	Gli-Sufu block	CXCR6 inh	Jurkat NFkB inh	EBI2 antag	CCR6 antag
CCCn1cc(NC(=O)C2CC(c3cccc(Br)c3)=NO2)cn1 (stereo unspecified)	6	-22	-3	-6	6	7	-3	5
CN(C)CCOc1cccc(Cl)c1	18	-47	-12	-4	-11	32	-5	-4
Cc1ccc(C23CC4CC(CC(CC(=O)N5CCOCC5)(C4)C2)C3)cc1	-9	-7	8	6	-2	5	5	19
COc1cccc(CC2(CO)CCCN(Cc3cnn(-c4ccccc4)c3)C2)c1 (stereo unspecified)	4	19	19	18	11	24	1	19
COc1cc(C2NC(=O)NC(C)=C2C(=O)OCc2ccc(C)cc2)cc(OC)c1OC (stereo unspecified)	13	-23	-7	7	7	-6	2	0
Cc1ccc(OCc2cc(C(=O)N(C)CC3CCOCC3)no2)cc1C	-1	-107	3	-52	-14	-67	4	0
Cc1ccc(C)c(N2CCN(CCCNC(=O)Cn3cccc3C(=O)c3ccccc3)CC2)c1	-15	4	30	32	-8	13	-2	6
Cc1nnc(NC(=O)CSc2nnc(CCNC(=O)c3ccccc3F)n2C)s1	-8	15	-3	19	-1	-4	12	17
CCN(CC)C(=O)CCCOc1ccc(Cl)cc1Cl	16	-34	9	-62	3	-39	2	0
CCc1cccc(C)c1NC(=O)COC(=O)C(NS(=O)(=O)c1ccc(Cl)cc1)C(C)O (stereo unspecified)	-1	-28	-5	-5	4	-4	1	12
O=C(Cc1ccccc1)Nc1ccc(C(=O)Nc2ccc(O)cc2)cc1	9	-2	13	9	3	4	12	-7
O=C(CN1CCCCC1CO)c1ccc(OC(F)F)cc1 (stereo unspecified)	1	6	8	6	5	0	4	14
O=C(O)c1ccc2c(c1)SC1=NS(=O)(=O)CCN12	0	6	-4	2	-2	10	-7	9
COc1cccc(CNC(=O)CCn2c(=O)c3cccn3c3cccnc32)c1	12	-5	-5	-12	-3	7	4	-5
CCn1c(SCC(=O)Nc2oc(-c3ccccc3)c(-c3ccccc3)c2C#N)nnc1-c1ccncc1	4	-30	-30	-2	4	-12	14	3
CC(C)C(=O)Nc1nc2c(c(=O)[nH]1)CCCC2	-11	0	9	-1	-3	11	4	-1
CCCC(=O)N1N=C(c2ccccc2)CC1c1cn(C)c2ccccc12 (stereo unspecified)	9	-5	19	13	9	-9	6	21
COC(=O)C1=C(C)NC2=C(C(=O)CCC2)C1c1ccc(-c2ccsc2C(=O)OC)o1 (stereo unspecified)	24	7	4	8	4	14	-3	-6
CSc1ccc(CN(C)CC(=O)Nc2c(F)cccc2F)cc1	-1	20	3	2	3	-12	-2	6
CC(=O)N(Cc1cccc(Br)c1)c1ccc(N2CCOCC2)c(Cl)c1	5	-4	8	13	-7	25	12	13
CCCCn1c(SCC(=O)Nc2nnc(CC)s2)nc2c1c(=O)n(C)c(=O)n2C	21	6	0	20	0	3	8	-1
CCCCN(C(=O)C1=NN(c2ccccc2)C(=O)CC1)c1c(N)n(CCC)c(=O)[nH]c1=O	16	11	-5	-2	-4	1	-12	-3
COc1ccc(CC(=O)NNC(=O)c2ccccc2)cc1OC	0	12	4	-16	4	-15	2	0
CCCOc1ccc(N2C(=O)CC(N3CCC(c4nc5ccccc5o4)CC3)C2=O)cc1 (stereo unspecified)	11	3	5	.	.	-7	.	.
CC(C)C(=O)Nc1cccc(C(=O)Nc2cc([N+](=O)[O-])ccc2Cl)c1	2	12	5	-14	-11	1	0	2
C#CCOCCOCCOCCNc1nc(N2CCOCC2)nc(N2CCN(C(=O)[C@H](CO)n3cc([C@@H](N)C(C)C)nn3)CC2)n1	7	8	12	-17	-16	9	-11	5
COc1ccc(CCN2CC(C(=O)NCCc3cccc(F)c3)CCC2=O)cc1 (stereo unspecified)	12	-35	-2	15	-1	-11	17	9
COc1ccc(CNC(=O)c2nnn(CC(=O)Nc3cc(C)cc(C)c3)c2N)cc1	23	-8	-13	-4	-5	0	6	5
CCOc1ccc(N2C(=O)CC(N3CCN(C(=O)CN4CCCC4)CC3)C2=O)cc1 (stereo unspecified)	20	11	2	-4	6	11	-2	0
N#Cc1nc(Cc2ccccc2)oc1NCc1ccccc1	-11	-34	-2	8	7	-19	25	4
Cc1nnsc1C(=O)NNC(=O)c1cccc2ccccc12	10	6	12	24	2	13	8	-6
O=c1ccc(-c2ccc(S(=O)(=O)N3CCCCC3)o2)n[nH]1	-7	19	0	3	-8	16	-10	4
O=C(COc1cccc(Cl)c1Cl)NC1CC1	15	15	5	-1	-12	-17	2	4
COCCN(C(=O)CC1C(=O)NCCN1CC(c1ccccc1)c1ccccc1)C(C)C (stereo unspecified)	15	1	0	-4	0	-3	5	-9
O=C(C1CC1)N1CCc2cc(S(=O)(=O)NCCCN3CCCCC3)ccc21	16	-19	-1	1	-4	-25	-9	-7
C=CCOc1ccccc1/C=c1\sc2nc(=O)c(C)nn2c1=O	-3	0	-5	7	5	8	11	-3
CCCN1CNc2c(c(=O)[nH]c(=S)n2-c2ccccc2Cl)C1	10	-10	-4	11	-8	0	1	9
CCCCN1C(=O)N(C)C2C1N(C)C(=O)N2CCCC (stereo unspecified)	8	21	5	-5	-2	12	8	-11
Oc1ccccc1NCC(O)Cn1ccc2ccccc21 (stereo unspecified)	-34	-1	-7	19	2	-41	-6	20
CCOC(=O)C1=C(c2ccccc2)NC(SC)=C(C#N)C1c1cccnc1 (stereo unspecified)	11	19	6	-9	7	13	0	-1
c1ccc(Oc2cccc(NC3=NCCC3)c2)cc1	14	7	5	-4	3	-3	5	0
Cn1c(SCC(N)=O)nnc1C1CCN(C(=O)NC2CCCCC2)CC1	-8	1	4	0	-10	2	-14	2
COc1ccc(-c2ccc(C#N)c(SCC(=O)NCCc3ccccc3)n2)cc1OC	1	-21	9	21	4	-13	3	16
FC(F)(F)c1nc2ccccc2[nH]1	11	7	0	3	-2	-9	-5	14
CCOc1ccccc1NC(=O)CCS(=O)(=O)c1cccc2nonc12	12	-5	3	-2	-4	-2	-14	13
C/[N+]([O-])=C1\Cc2ccccc2C1=O	5	0	-8	3	-3	0	-8	-5
CCc1ccc(C(=O)COC(=O)CNC(=O)Cc2ccccc2)cc1	-1	-5	-4	6	-5	-5	9	-2
CC(C)C(C)NC(=O)CSc1nnc(-c2c[nH]c3ccccc23)o1 (stereo unspecified)	7	8	15	-4	-11	3	-5	13
Cc1cccc2nc(C(F)(F)F)nc(=O)n12	6	23	-3	-9	-10	1	-14	-2
Clc1ccc2c(c1)C1OCCC1C(c1ccco1)N2 (stereo unspecified)	11	0	3	-29	2	1	4	11
COc1ccc(S(=O)(=O)NC(C)C(=O)NCc2cccnc2)cc1Cl (stereo unspecified)	-6	15	4	19	-4	2	-4	-1
Cc1nn(-c2ccccc2)c(C)c1/C=N/NC(=O)c1cc(C(C)(C)C)[nH]n1	18	4	8	-9	-3	-2	-2	18

Compound activity deposited in PubChem BioAssay by Sanford-Burnham Center for Chemical Genomics.
